Screens: PubChem, several laboratories
Mtb UGM inh = inhibitors of M. tuberculosis UDP-galactopyranose mutase; inhibition, % at 10 µM; purified UGM, fluorescence polarization probe displacement; P9WIQ1; actives 0.06% (n = 320,000); in the data active means inhibition above about 10%, passing the limit was not always enough; inconclusive means no clear call, values can overlap the other calls
Mtb FBA inh = Mtb fructose-bisphosphate aldolase inhibition; purified M. tuberculosis FBA, fluorescence read-out; inhibition, % at 1 µM; actives 2.3% (n = 360,000); P9WQA3; AID 588726; in the data active means inhibition above about 27%;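 further: 0% = vehicle and 100% = reference inhibitor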
Target sequence (P9WQA3 whole entry, looked up): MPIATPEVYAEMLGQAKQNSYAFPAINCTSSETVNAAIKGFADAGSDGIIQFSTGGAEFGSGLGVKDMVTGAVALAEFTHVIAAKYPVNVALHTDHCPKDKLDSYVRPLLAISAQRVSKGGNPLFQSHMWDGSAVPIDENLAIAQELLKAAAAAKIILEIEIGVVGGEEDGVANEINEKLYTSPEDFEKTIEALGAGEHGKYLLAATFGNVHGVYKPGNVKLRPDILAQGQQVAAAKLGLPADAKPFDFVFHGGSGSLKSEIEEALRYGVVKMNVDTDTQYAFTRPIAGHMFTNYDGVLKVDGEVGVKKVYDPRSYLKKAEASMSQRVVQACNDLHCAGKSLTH
Mtb BioA inh = inhibitors of Mycobacterium tuberculosis BioA enzyme; purified M. tuberculosis BioA enzyme, plate reader; inhibition, % at 9.99 µM; actives 0.096% (n = 360,000); AID 602481; in the data active means inhibition above about 40%; inconclusive means no clear call, values can overlap the other calls
PrPC surface inh = reduces human prion protein on the cell surface; cell surface PrPC, TR-FRET read-out; inhibition, % at 13.8 µM; actives 0.43% (n = 370,000); AID 720596; in the data active means inhibition above about 24%; further: 0% = median of the test wells and 100% = reference compound wells
Rv3671c inh = Rv3671c (M. tuberculosis) protease inhibition. inhibition, % at 5.96 µM. P9WHR9. AID 2606. actives 0.048% (n = 320,000); in the data active means inhibition above about 38%;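 further: extracellular domain of Rv3671c used as enzyme; 0% = enzyme with DMSO and 100% = no enzyme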
Target sequence (P9WHR9 whole entry, looked up, the tested form may be a part): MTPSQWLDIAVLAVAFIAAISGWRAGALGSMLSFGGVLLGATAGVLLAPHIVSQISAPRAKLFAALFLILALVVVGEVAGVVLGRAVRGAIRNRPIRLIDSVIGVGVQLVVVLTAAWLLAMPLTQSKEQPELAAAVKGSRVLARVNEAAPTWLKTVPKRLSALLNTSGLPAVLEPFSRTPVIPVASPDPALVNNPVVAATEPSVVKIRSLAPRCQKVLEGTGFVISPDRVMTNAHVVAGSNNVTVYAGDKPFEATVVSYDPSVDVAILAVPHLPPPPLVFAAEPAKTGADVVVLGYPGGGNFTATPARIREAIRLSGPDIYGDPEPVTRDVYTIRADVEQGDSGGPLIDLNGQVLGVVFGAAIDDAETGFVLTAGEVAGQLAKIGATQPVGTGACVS
BoNT F protease = inhibitors of Botulinum neurotoxin F light chain protease; actives 0.22% (n = 360,000); inhibition, % at 10 µM; Multiplex microsphere protease cleavage assay, flow cytometry; in the data active means inhibition above about 35%, passing the limit was not always enough; inconclusive means no clear call, values can overlap the other calls; further: plate controls were buffer without enzyme for full effect and enzyme alone for no effect
MazEF act = activators of E. coli MazEF toxin-antitoxin RNase; P0AE70; FAM/BHQ RNA-DNA oligo cleavage fluorescence, 5 h; activation, % at 20 µM; actives 0.32% (n = 350,000); AID 504720; in the data active means activation above about 50%
Target sequence (P0AE70 whole entry, looked up): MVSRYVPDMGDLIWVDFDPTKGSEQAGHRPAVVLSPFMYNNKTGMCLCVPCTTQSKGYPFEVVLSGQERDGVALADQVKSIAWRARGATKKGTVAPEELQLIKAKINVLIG
GDH-TPI counter = inhibits GDH-TPI coupling enzymes, artifact for Mtb FBA screen. GDH-TPI coupled enzyme counterscreen, NADH absorbance. actives 1.2% (n = 360,000). inhibition, % at 4.8 µM. AID 588335; in the data active means inhibition above about 30%;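 further: 0% = DMSO wells and 100% = wells lacking the enzyme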
FadD28 binding = blocks FadD28 binding to the bisubstrate probe | fluorescence polarization | inhibition, % at 12.5 µM | actives 0.22% (n = 360,000); in the data active means inhibition above about 8.5%, passing the limit was not always enough; inconclusive means no clear call, values can overlap the other calls
Numbers without * were called inactive; ? = inconclusive; · = no result given; & = joins results of further samples.

smiles	Mtb UGM inh	Mtb FBA inh	Mtb BioA inh	PrPC surface inh	Rv3671c inh	BoNT F protease	MazEF act	GDH-TPI counter	FadD28 binding
Cn1ccnc1-c1nnn(-c2ccc(F)cc2)n1	-1.7	1	-1.2	0	5	6	0	11	-2.2
CC(C)c1nnc(NC(=O)c2cccc(NC(=O)C(F)(F)F)c2)s1	-2.8	-5	·	-2	-8	-5	6	-6	-2.4
Cc1cc2n(n1)C(c1ccccc1)CC(c1ccc(Br)cc1)=N2 (stereo unspecified)	1.4	2	-2.7	·	1	3	-71	7	-1.4
CCOc1cc2[nH]c(=S)n(CCCOC)c(=O)c2cc1OCC	-1.5	3	0.7	-2	-2	-10	7	26	-0.4
CC(OC(=O)c1nc(Cl)ccc1Cl)C(=O)c1ccccc1 (stereo unspecified)	-2.1	-3	-0.4	6	-9	?	1	-9	-1.0
COc1cc2ncnc(NCc3ccco3)c2cc1OC	-2.8	3	·	-5	7	0	11	3	-1.8
CC(C)CC1(C(=O)NCc2cc(F)cc(C(F)(F)F)c2)C=CCN1C(=O)c1ccccc1 (stereo unspecified)	-1.8	0	-0.2	1	-10	-1	-1	6	-2.5
COC(=O)C1CSc2[nH]c(=O)sc2C1c1ccc(OC)c(OC)c1 (stereo unspecified)	-0.8	-1	0.9	-5	-1	-5	10	8	-1.7
O=C(Nc1cccc([N+](=O)[O-])c1)C1CC(=O)N(C2CCCCC2)C1 (stereo unspecified)	-0.2	-1	·	-8	12	1	3	4	-1.5
Cc1cc(C(=O)Nn2c(-c3ccc(Br)cc3)nc3ccccc3c2=O)ccc1[N+](=O)[O-]	-0.3	-1	1.9	14	-49	0	0	4	0.3
COc1ccc(CN(C)CC(=O)NCC(=O)Nc2c(C)cccc2C)cc1	4.9	1	-1.2	-6	-6	2	3	3	-0.8
C[C@@H]1CN([C@H](C)CO)C(=O)CCCn2nncc2CO[C@H]1CN(C)S(=O)(=O)c1ccc2ccccc2c1	·	-1	0.3&-1.2&1.9	-7	·	-8	2	8	1.0
C=C(C)c1cccc(C(C)(C)NC(=O)N(Cc2ccccc2)Cc2ccco2)c1	1.3	-1	-1.4	8	-3	7	3	-3	-2.5
O=C(Nc1nc(-c2cccc([N+](=O)[O-])c2)cs1)C(c1ccccc1)c1ccccc1	-1.8	0	·	6	-18	-9	9	6	0.0
CN(C)CCCN(C(=O)COc1ccccc1)c1nc2cc3c(cc2s1)OCCO3	1.3	-1	1.5	5	4	-1	18	3	-3.8
O=C(Nc1ccccc1C(=O)NC(Cc1ccc(O)cc1)C(=O)O)c1ccccc1 (stereo unspecified)	-0.3	1	-0.4	-3	2	-6	-5	2	0.3
O=C(C1=C(O)C(=O)N(CCN2CCOCC2)C1c1ccc(Cl)cc1)c1cc2ccccc2o1 (stereo unspecified)	-1.4	1	-0.8	6	0	-3	4	11	-3.3
COc1ccc(CCCC(=O)NC(C)c2ccccc2)cc1 (stereo unspecified)	1.2	1	0.1	-4	10	-8	-1	2	-1.5
Fc1ccc(Oc2cnc3ccccc3n2)cc1	-0.5	3	-0.5	-4	1	0	2	3	-3.1
O=C(COC(=O)CSc1ccccc1)NCCNC(=O)COC(=O)CSc1ccccc1	1.6	3	·	1	5	?	3	9	-0.9
CC(C)CNC(=S)NC1CC2CCC(C1)N2Cc1ccccc1 (stereo unspecified)	0.8	3	-0.4	-4	12	-8	5	7	0.4
COc1ccc(C(CNC(=O)c2ccc(C)c(S(=O)(=O)N3CCOCC3)c2)N2CCCC2)cc1 (stereo unspecified)	·	-2	-3.2	-10	·	8	4	-1	-1.7
CCn1c(SCC(=O)Nc2ccc(Br)cc2)nc2sc3c(c2c1=O)CCN(C)C3	1.4	0	5.1	3	-7	10	12	7	-3.5
CC(C)(C)c1csc(Sc2ccc([N+](=O)[O-])cn2)n1	0.2	2	-1.8	6	3	·	4	7	-1.4
COc1ccc(OCc2cc(C(=O)NCC3CCOCC3)no2)c(Cl)c1	-0.6	0	-1.4	-8	-10	-2	2	0	-0.8
CCOC(=O)C1CCCN(CC(=O)Nc2cccc(C(C)=O)c2)C1 (stereo unspecified)	2.1	1	·	-8	1	-6	5	-2	-0.2
Cc1ccc(-c2nc3ccccc3c(=O)n2Cc2ccccc2)cc1	2.3	2	-1.7	2	-6	18	-6	6	-4.4
COc1cccc(NC(=O)CSc2nnc(-c3cccc(OC(C)C)c3)n2N)c1	-1.2	4	3.8	3	-3	-3	8	-3	-1.2
CN(C)c1ccc(-c2ccnc3c2CC(C)(C(=O)NCc2cccc(Cl)c2)O3)cc1 (stereo unspecified)	·	62*	0.0	6	·	-8	·	18	0.1
CCOc1ccc(NC(=O)Cn2nnc3c(cnn3-c3ccc(F)cc3)c2=O)cc1	-4.5	1	·	2	-2	-7	1	-1	-0.3
Cc1cc(NC(=O)CSc2ncnc3c2cnn3-c2ccccc2)no1	-2.8	2	-1.6	6	-10	-6	0	21	-2.7
CSCc1c(C(=O)OCC(=O)c2ccc[nH]2)oc2ccccc12	·	1	-0.7	-6	·	-6	-7	-6	-3.0
Cc1ccc(NC(=S)NCc2ccc(S(N)(=O)=O)cc2)cc1Cl	-3.4	20	14	9	5	0	10	4	-1.4
CC(C)(C)c1ccc(C(=O)NCCCNC(=O)c2cccnc2)cc1	4.2	0	·	3	-6	-7	2	-4	-2.6
Cc1cc(C(F)(F)F)n2[nH]c(=O)c(N=Nc3ccccc3)c2n1	2.2	-14	·	-10	9	-2	1	22	-0.3
COCCN1C[C@@H](CO)O[C@@H](n2cnc3c(NCc4cc(OC)c(OC)c(OC)c4)ncnc32)C1	·	6	-0.8	-3	·	-3	·	2	0.8
COc1ccc(N=Nc2nc(-c3ccccc3)c(-c3ccccc3)[nH]2)cc1	·	-22	-0.4	11	8	-13	-27	4	0.2
COc1ccc(CCNC(=O)c2cnn3c(C(F)F)cc(C)nc23)cc1OC	0.3	1	4.2	-1	-3	-10	-2	-4	-2.9
CC(=O)N1c2ccc(S(=O)(=O)NCC3CCC(C(=O)NC4CCC(C)CC4)CC3)cc2CC1C (stereo unspecified)	1.1	0	1.0	-2	8	-1	6	-10	-4.2
CCN(CC)S(=O)(=O)c1ccc(OCC2CCCCO2)c([N+](=O)[O-])c1 (stereo unspecified)	0.9	-2	-1.4	1	-4	-6	2	-9	-3.8
COc1ccc(CNC(=O)C/C(C)=N/NC(=O)COc2ccc(C)cc2Br)cc1	0.7	4	·	-1	0	0	-24	-5	0.7
CC/C(=N\NC(=O)c1ccccc1)c1c(O)n(C2CCCCC2)c(=O)[nH]c1=O	0.8	1	3.1	1	-2	0	2	25	-1.3
COc1ccc(-n2nc(C(=O)NCC(=O)N3CCCCC3)c3ccccc3c2=O)c(OC)c1	1.2	3	·	-11	-2	-18	4	8	1.2
CC(Oc1ccc(Br)cc1)C(=O)O/N=C(\N)c1ccncc1 (stereo unspecified)	0.6	1	-1.5	11	-12	-8	-1	1	-0.9
OC(c1ccc(Cl)c(F)c1)c1ncc(-c2ccccc2Cl)[nH]1 (stereo unspecified)	·	-2	0.0	0	·	-8	·	10	-2.5

A second format for part of the listing above.
Value order: Mtb UGM inh | Mtb FBA inh | Mtb BioA inh | PrPC surface inh | Rv3671c inh | BoNT F protease | MazEF act | GDH-TPI counter | FadD28 binding
- O=C(Nc1ccccc1C(=O)NC(Cc1ccc(O)cc1)C(=O)O)c1ccccc1 (stereo unspecified)
  -0.3 | 1 | -0.4 | -3 | 2 | -6 | -5 | 2 | 0.3
- Fc1ccc(Oc2cnc3ccccc3n2)cc1
  -0.5 | 3 | -0.5 | -4 | 1 | 0 | 2 | 3 | -3.1
- COc1ccc(CNC(=O)C/C(C)=N/NC(=O)COc2ccc(C)cc2Br)cc1
  0.7 | 4 | · | -1 | 0 | 0 | -24 | -5 | 0.7
- C[C@@H]1CN([C@H](C)CO)C(=O)CCCn2nncc2CO[C@H]1CN(C)S(=O)(=O)c1ccc2ccccc2c1
  · | -1 | 0.3&-1.2&1.9 | -7 | · | -8 | 2 | 8 | 1.0
- CCn1c(SCC(=O)Nc2ccc(Br)cc2)nc2sc3c(c2c1=O)CCN(C)C3
  1.4 | 0 | 5.1 | 3 | -7 | 10 | 12 | 7 | -3.5

Additional compounds follow.
smiles	Mtb UGM inh	Mtb FBA inh	Mtb BioA inh	PrPC surface inh	Rv3671c inh	BoNT F protease	MazEF act	GDH-TPI counter	FadD28 binding
CCN1C(=O)CC(N2CCC(Nc3ccc(F)cc3)CC2)C1=O (stereo unspecified)	-1.4	2	-1.2	1	-10	2	6	0	-0.7
COc1ccc(S(=O)(=O)N2CCC(C(=O)N3CCOCC3)CC2)cc1OC	-1.4	2	-1.0	-1	-5	2	-3	8	-2.5
CCCNC(=S)NNC(=O)c1cccs1	0.7	-1	·	8	3	-2	12	-3	-1.9
Cc1cccc(NC(=O)C2CCCN(S(=O)(=O)c3ccc4[nH]c(=O)ccc4c3)C2)n1 (stereo unspecified)	2.8	3	-1.3	6	-7	3	11	5	-1.9
CC(C)C(NC(=O)C(NC(=O)C1OC2OC(C)(C)OC2C2OC(C)(C)OC12)C(C)C)C(=O)O (stereo unspecified)	0.9	-1	·	10	8	-4	-2	-2	-1.2
c1ccc(CSCc2cn3ccccc3n2)cc1	-2.6	15	0.8	8	15	0	1	-1	-4.0
O=C(Nc1ccc(Cl)cc1)Nc1csc([N+](=O)[O-])c1	-1.3	-1	2.0	16	-20	-6	-4	5	-2.1
CCc1nnc(NC(=O)CN2C(=O)NC3(CC(C)CC(C)(C)C3)C2=O)s1 (stereo unspecified)	-0.9	-1	0.6	-3	-4	3	0	1	-6.4
Nc1cc(=O)[nH]c(SCCOc2ccccc2)n1	-3.1	-3	·	6	-15	5	2	9	-1.3
CCN(c1ccc(NC(=O)COC(=O)C(C)N=C2NS(=O)(=O)c3ccccc32)cc1)C(C)C (stereo unspecified)	·	3	1.0	-9	·	·	0	-4	-2.0
CC1(C(=O)NC2CCCCCCC2)CCC(=O)N1Cc1ccco1 (stereo unspecified)	1.5	2	-0.4	3	14	-6	5	4	3.1
CC(=O)NC(c1ccccc1)c1nc(-c2cccc(C(C)C)c2)cs1 (stereo unspecified)	·	-2	0.0	6	·	0	·	-4	-2.4
COc1cc(C)ccc1OCCOCCOc1ccccc1Br	1.1	4	·	0	-7	-6	-2	-2	-3.3
O=C(/C=C/c1cccc(F)c1)NC1CCN(Cc2ccccc2)CC1	2.8	0	-1.1	-2	-2	12	11	4	-0.1
COc1ccc(-c2nc(-c3cccc([N+](=O)[O-])c3O)cc(=O)o2)cc1OC	-1.4	-1	·	-4	7	2	-10	12	-4.5
CCn1c(COc2cc(C)cc(C)c2)nnc1SCC(=O)N1CCN(c2ccccc2)CC1	0.5	1	·	3	1	-16	8	5	0.5
CN(C)c1cc(NC(=O)CN2CCOCC2)c2ccccc2n1	0.1	17	1.4	·	-1	-2	42	24	-2.8
CN1CCN(CC(=O)Nc2ccc(Cl)cc2Cl)CC1	-2.9	-1	1.0	2	10	-4	-2	-4	-3.2
CCOc1ccccc1NC(=O)CSc1nc2cc(O)ccc2c(=O)n1-c1ccc(OC)c(OC)c1	2.0	1	2.6	-10	-18	-6	4	7	-3.6
CC(C)Cn1c(N)c(C(=O)COC(=O)C2CCCCC2)c(=O)n(C)c1=O	1.4	1	·	4	1	-6	7	-7	-2.4
CN(C)S(=O)(=O)c1ccc(C(=O)Nc2ccccc2C(=O)O)cc1	-0.5	1	-2.6	5	-3	1	8	20	-3.2
FC(F)Oc1ccc(NC(=S)NC23CC4CC(CC(C4)C2)C3)cc1	-1.9	0	2.9	7	-1	3	-19	-2	-1.2
Cc1ccc(N2CC(C(=O)NCCS(=O)(=O)N3CCN(c4ccccc4)CC3)CC2=O)cc1 (stereo unspecified)	-2.4	-2	-0.7	8	0	6	7	-3	-1.5
CC(=O)c1ccccc1OCC(O)CN1CCN(CCN2C(=O)c3cccc4cccc(c34)C2=O)CC1 (stereo unspecified)	0.8	0	·	-28	1	-1	12	30	-1.9
CCOc1ccccc1CN1CCN(C/C=C/c2ccc(OC)cc2)CC1CCO (stereo unspecified)	1.2	1	1.1	-10	2	-4	-1	-1	-4.4

Not a hit list; 4.8% or so of the library scored in one or more.
